Screens deposited in PubChem by National Center for Advancing Translational Sciences (NCATS).
D2 PAM: D2 dopamine receptor (human) potentiation; HEK293 T-REx D2, calcium flux, EC20 dopamine potentiation; potentiation, % at 10 µM; 340,000 compounds, 0.34% hits;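 active = potentiation over 3 SD above the plate norm, cut at about 30% in these data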; note: 0% is about no effect
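Cells plated with tetracycline inducer and held overnight at 30 C; calcium dye loaded 30–90 min at room temperature; baseline taken, compound added and read 180 s; EC20 dopamine then added and read 180 s.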
LDHA inh: LDHA (human) enzyme inhibition | P00338 | purified LDHA, NADH/diaphorase-resazurin fluorescence; hits give low values | activity change, % (values are at about 110 or 230 µM) | 480,000 compounds, 0.15% hits; in the data active = activity change below about -30%; inconclusive = mostly about -25% to -30%;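 note: plate controls were DMSO wells for no effect and wells without enzyme for full effect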
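Resorufin fluorescence (ex540/em590), read at 0 and 20 min after diaphorase/resazurin addition, reports the NADH left after a 5 min room-temperature reaction of 2 nM human LDH5 with 0.06 mM NADH and 0.2 mM pyruvate.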
Vif-A3G inh: inhibitors of Vif-APOBEC3G interaction | Q9HC16 | HeLa A3G-eYFP + Vif (tagged APOBEC3G with the HIV-1 protein that degrades it), YFP fluorescence, overnight | Potency, µM (series often up to 46.1 µM), without a hit: at the top dose activity, negative = active, usual class: inhibitors | 410,000 compounds, 0.076% hits;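 note: potency is the fitted concentration of half-maximal effect; % is set by controls: 0 for no effect and ±100 for the full control effect; nearly all actives have a fitted effect of over 60% in size; hits raise eYFP signal because A3G escapes Vif-driven loss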
Target sequence (Q9HC16 whole entry, looked up): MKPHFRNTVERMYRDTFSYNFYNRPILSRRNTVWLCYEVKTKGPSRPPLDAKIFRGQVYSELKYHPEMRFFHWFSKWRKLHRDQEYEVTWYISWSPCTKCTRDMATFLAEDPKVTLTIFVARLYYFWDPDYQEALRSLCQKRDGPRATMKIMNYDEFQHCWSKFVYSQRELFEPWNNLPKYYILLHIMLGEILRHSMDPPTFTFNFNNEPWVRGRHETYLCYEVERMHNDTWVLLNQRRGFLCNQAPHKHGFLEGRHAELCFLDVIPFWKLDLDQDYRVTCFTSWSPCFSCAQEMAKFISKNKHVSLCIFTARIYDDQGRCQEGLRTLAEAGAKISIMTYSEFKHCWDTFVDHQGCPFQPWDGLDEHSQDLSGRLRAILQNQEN
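Read-out is eYFP fluorescence (Ex 488/Em 500-530) from Vif-expressing HeLa A3G-eYFP cells; more signal means A3G escaped Vif-mediated degradation. Cells plated overnight, compound pinned in, incubated overnight at 37 deg C.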
D1 potentiator: enhances dopamine response at the human D1 receptor | 360,000 compounds, 0.036% hits | potentiation, % at 10 µM | HEK293 TREx D1 cells, calcium flux, dopamine EC20 potentiation; in the data active = potentiation above about 30%; note: 0% is about no effect
Target sequence (P21728 whole entry, looked up): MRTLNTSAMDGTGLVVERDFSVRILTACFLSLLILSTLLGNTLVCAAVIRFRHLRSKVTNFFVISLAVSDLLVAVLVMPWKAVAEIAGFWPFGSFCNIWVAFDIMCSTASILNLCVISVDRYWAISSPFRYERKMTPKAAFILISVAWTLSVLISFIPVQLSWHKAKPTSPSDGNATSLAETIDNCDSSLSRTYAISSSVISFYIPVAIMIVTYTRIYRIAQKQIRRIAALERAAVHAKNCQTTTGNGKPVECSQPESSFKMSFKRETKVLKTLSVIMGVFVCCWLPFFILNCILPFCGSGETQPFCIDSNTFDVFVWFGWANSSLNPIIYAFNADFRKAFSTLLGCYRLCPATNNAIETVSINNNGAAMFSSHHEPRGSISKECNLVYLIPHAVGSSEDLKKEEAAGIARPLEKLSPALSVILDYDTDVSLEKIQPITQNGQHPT
RXFP1 agonist: RXFP1 (human) receptor agonism | Q9HBX9 | HEK293T-RXFP1 cAMP TR-FRET, 30 min; response scale: percent of porcine relaxin response, buffer zero | Potency, µM (doses to about 57.5 µM), for the others: at the top dose activation, usual class: activators | 370,000 compounds, 0.3% hits | AID 2676; note: potency is the fitted concentration of half-maximal effect; % is set by controls: 0 for no effect and ±100 for the full control effect; nearly all actives have a fitted effect of over 60% in size; many of its hits are not listed in these tables
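HEK293T cells stably expressing RXFP1 were pretreated with the PDE4 inhibitor Ro 20174, exposed to compounds for 30 min at 37C, lysed, and cAMP was read by TR-FRET. Data normalized to buffer (basal) and 29 nM porcine relaxin (100%).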
Vif-APOBEC3F blk: blocks the Vif interaction with APOBEC3F; 390,000 compounds, 0.2% hits; Potency, µM (series often up to 46.1 µM), for the others: top-dose activity, negative = active; HeLa A3F-eYFP + Vif (tagged APOBEC3F with the HIV-1 protein that degrades it), YFP fluorescence increase; note: potency is the fitted concentration of half-maximal effect; % of control where 0% means no effect; nearly all actives have a fitted effect of over 65% in size
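HeLa cells stably expressing Vif plus C-terminally eYFP-tagged A3F were seeded, incubated overnight at 37 deg C, dosed with compound, incubated overnight again at 37 deg C. Yellow fluorescence (Ex 488/Em 500-530) reported blocked Vif-mediated A3F-eYFP degradation.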
GRP78 ERSR act: inducers of ER stress response in human glioma cells; Potency, µM, without a hit: top-dose activation, most hits filed as activators; 420,000 compounds, 0.02% hits; U87-MG GRP78 promoter luciferase reporter, 16 h; note: potency is the fitted concentration of half-maximal effect; series mostly up to about 76 µM; % of control where 0% means no effect; nearly all actives have a fitted effect of over 35% in size
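Stably transfected U87-MG human glioma cells carrying a GRP78-based luminescent sensor were seeded at 1000 cells/well, pin-dosed with compounds and incubated 16 h. Luciferase reagent was then added, and end-point luminescence was read after 10 min at room temperature.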
D1 antagonist: antagonists of human D1 dopamine receptor; 360,000 compounds, 3.2% hits; HEK293 TREx D1 cells, calcium flux, dopamine EC80; hits give low values; AID 504652; P21728; activity change, negative = inhibition, % at 10 µM; in the data active = activity change below about -30%; note: % is set by controls: 0 for no effect and ±100 for the full control effect
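Antagonism measured as reduced calcium response to an EC80 dopamine addition following 180 s compound pre-read; cells were inducible HEK293 Trex D1 plated overnight at 30 C, read kinetically at 1 cycle/sec.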
D1 agonist: activates the human D1 dopamine receptor. HEK293 T-REx D1 cells, calcium flux, agonist mode. 360,000 compounds, 1% hits. P21728. activation, % at 2 µM; in the data active = activation above about 30%; note: 0% is about no effect
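Agonism was scored from calcium flux recorded over 180 s (1 read/s) after pintool compound addition, following a 10-cycle baseline. Cells were inducible force-coupled HEK293 TREx D1, plated overnight at 30 C and loaded with no-wash calcium dye.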
An asterisk follows results filed as active; ? = inconclusive; . = not tested or not shown; & = joins results of further samples. Unless noted, calls come from the whole dose curve; as a rule, active = well fitted curve in the direction sought with a large enough effect; inconclusive = small, poorly fitted or top-dose-only effect, or another doubt; inactive = no such curve, though single readings can be large; an effect the other way counts as inactive or inconclusive.

1) CCOc1cc(N2CCOCC2)c(OCC)cc1NC(=O)COC(=O)CCc1c[nH]c2ccccc12
2) c1ccc(-c2cn(CC3CCCCC3)nn2)cc1
3) CC12CCC(=O)N1C(C(=O)OCC(=O)Nc1ccc(S(N)(=O)=O)cc1)CS2 (centres undefined)
4) Cc1nc2ccc(C(=O)O)cc2nc1C
5) COc1ccc(CCNC(=O)C2CCCN2S(=O)(=O)c2ccc(F)cc2)cc1OC (centres undefined)
6) Cc1cccc(C)c1NC(=O)N1CCC(N2CCCCC2)CC1

assay / compound	1	2	3	4	5	6
D2 PAM	-3	-7	17	10	-5	.
LDHA inh	9	0	-5	-2	-6	-5
Vif-A3G inh	0%	-2%&-2%	0%	1%	2%	1%
D1 potentiator	-8	1	0	-5	0	.
RXFP1 agonist	0.0%	-0.1%	-1.1%	3.9%	0.4%	-0.2%
Vif-APOBEC3F blk	-3%	-1%	-8%	-4%	2%	0%
GRP78 ERSR act	1%	3%&-1%	-4%	0%	-2%	-2%
D1 antagonist	-2	-5	-6	-1	5	.
D1 agonist	-3	0	-1	2	0	.

7) O=C(Nc1ccc(Cl)cn1)c1cccc(S(=O)(=O)N2CCCC2)c1
8) COC(=O)c1cn(NC(=O)c2ccc(OC)c(OC)c2)c(=O)c2ccccc12
9) O=C(NCCCn1ccnc1)c1nn2c(C(F)(F)F)cc(-c3ccc(Br)cc3)nc2c1Cl
10) NC(=O)C1CCCN(C(=O)c2ccc(S(=O)(=O)N3CCCCCC3)cc2)C1 (centres undefined)
11) CCCCn1c(SCC(=O)c2ccc(O)cc2O)nc2cc(S(N)(=O)=O)ccc21
12) NC(=O)c1ccc(NC(=O)COC(=O)c2ccc([N+](=O)[O-])cc2)cc1

assay / compound	7	8	9	10	11	12
D2 PAM	-3	4	-1	-5	-5	-3
LDHA inh	-8	-8	-5&-1	-7	-1	0
Vif-A3G inh	4%	-4%	3%	-3%	0%	0%
D1 potentiator	-8	-4	-2	-3	-2	1
RXFP1 agonist	1.9%	1.6%	8.3%	1.6%	-2.0%	1.0%
Vif-APOBEC3F blk	6%	-3%	?	-19%	-11%	2%
GRP78 ERSR act	4%	-2%	-1%	-2%	2%	-3%
D1 antagonist	-7	-11	3	10	-3	2
D1 agonist	7	7	2	2	2	2

13) NC(=O)c1ccc(NC(=O)CN2CCN(S(=O)(=O)c3ccc4ccccc4c3)CC2)cc1
14) O=C(N/N=C/c1oc(O)c2ccccc12)c1ccccc1O
15) Cc1cc(C)cc(NS(=O)(=O)c2ccc3[nH]cc(C(=O)N4CCCCC4)c(=O)c3c2)c1
16) COc1ccc(CNC(=O)CC2C[C@H](C(=O)N(C(C)C)C(C)C)[C@@]3(C)c4[nH]c5ccccc5c4CCN3C2=O)cc1OC (some centres undefined)
17) COc1ccc2oc(=N)c(C(=O)Nc3ccc(Cl)cc3)cc2c1
18) Cn1c(=O)c2c(nc(Sc3ncnn3CC(=O)N3CCOCC3)n2C)n(C)c1=O

assay / compound	13	14	15	16	17	18
D2 PAM	-11	4	14	.	-1	-1
LDHA inh	-3	2	0	6	-1	-8
Vif-A3G inh	-4%	-1%	7%	1%	-16%	-3%
D1 potentiator	.	-5	-3	.	-3	1
RXFP1 agonist	2.9%	-0.5%	-2.2%	.	3.2%	0.0%
Vif-APOBEC3F blk	-5%	-10%	-5%	1%	-9%	-9%
GRP78 ERSR act	-5%	0%	-4%	0%	1%	-1%
D1 antagonist	-5	10	-4	.	-4	0
D1 agonist	7	-1	2	.	2	1

19) O=C(O)CCCN=C1NC2(CCCC2)Cc2ccccc21
20) Cc1ccc2cc(CN(CCN(C)C)C(=S)Nc3ccccc3)c(=O)[nH]c2c1C
21) O=C(O)CN1CCN(Cc2ccccc2Cl)C1=O
22) O=C(CN1C(=O)NC(Cc2c[nH]c3ccccc23)C1=O)Nc1cccc(S(=O)(=O)N2CCOCC2)c1 (centres undefined)
23) CC(OC(=O)CCCc1c[nH]c2ccccc12)C(=O)Nc1ccc(S(N)(=O)=O)cc1 (centres undefined)
24) CC(=O)c1c(C)[nH]c(C(=O)OCc2ccc([N+](=O)[O-])cc2)c1C

assay / compound	19	20	21	22	23	24
D2 PAM	1	-8	-16	6	0	-13
LDHA inh	-8	-4	-1	-1	-14	-7
Vif-A3G inh	-4%	1%	1%	-2%	0%	-6%
D1 potentiator	-5	-8	6	-1	-3	-14
RXFP1 agonist	-3.3%	-0.3%	0.3%	-2.6%	-1.6%	1.3%
Vif-APOBEC3F blk	-3%	-1%	-27%	-3%	2%	13%
GRP78 ERSR act	-3%	-4%	-2%	-1%	-5%	3%
D1 antagonist	0	1	4	8	9	-10
D1 agonist	2	0	1	2	0	11

25) O=C(Nc1ccccc1OC(F)F)C1CC(=O)N(Cc2ccccc2)C1 (centres undefined)
26) O=C(Cn1nnc(-c2ccccc2)n1)NCc1cccs1
27) Cc1c(CNCCc2ccc(Cl)cc2)c(C(=O)O)c(C)n1-c1ccccc1
28) COc1ccc(NC(=O)c2ccc(NS(=O)(=O)c3c(C)noc3C)cc2)cc1OC
29) CCOc1ccccc1N(CC(=O)NCCc1ccccc1)C(=O)CCC(=O)Nc1ccccn1
30) c1ccc(-n2ncc3c2ncn2c(C4CCCCC4)nnc32)cc1

assay / compound	25	26	27	28	29	30
D2 PAM	-3	6	0	.	.	9
LDHA inh	-2	3	-3	-1	1	.
Vif-A3G inh	-2%	1%	4%	1%	-8%	.
D1 potentiator	0	-3	-3	-3	-3	0
RXFP1 agonist	0.1%	-0.6%	2.7%	2.5%	0.9%	-0.1%
Vif-APOBEC3F blk	1%	-4%	11%	-3%	0%	.
GRP78 ERSR act	-6%	-3%	-5%	-9%	-1%	.
D1 antagonist	5	-9	-1	-25	18	-30*
D1 agonist	4	3	5	3	1	3

31) COc1c2c(c(CCC(=O)O)c3c1C=CC(C)(C)O3)OC(C)(C)C=C2
32) Cc1ccc2nc(Cl)nc(-c3ccccc3)c2c1
33) O=C(Nc1ccccc1C(=O)NCc1ccco1)Nc1cccc2ccccc12
34) Cc1ccc(S(=O)(=O)N2CCCC2C(=O)NCc2ccccc2Cl)cc1 (centres undefined)
35) Fc1ccc(Nc2ccnc(Nc3ccc(F)cc3)n2)cc1
36) CC(O)Cc1nsc(NC(=O)c2ccc(Br)o2)n1 (centres undefined)

assay / compound	31	32	33	34	35	36
D2 PAM	.	11	-7	1	.	7
LDHA inh	-2	-5	0	1	-11	-3
Vif-A3G inh	1%	1%	1%	-4%	-15%	-1%
D1 potentiator	.	1	-6	-1	-9	0
RXFP1 agonist	.	5.3%	-0.1%	-0.8%	-1.0%	0.0%
Vif-APOBEC3F blk	1%	3%	-3%	-3%	6%	1%
GRP78 ERSR act	-3%	-2%	0%	-5%	6%	-2%
D1 antagonist	.	9	-2	3	-4	16
D1 agonist	.	4	3	4	8	2

37) COCCn1c(C)cc(C(=O)CN2C(=O)NC3(CCCCCCC3)C2=O)c1C
38) CC1=C(C(=O)Nc2ccccc2)C(c2cccs2)NC(=O)N1 (centres undefined)
39) COc1ccc(N2CCN(C(=O)C3CCN(S(=O)(=O)Cc4ccccc4)CC3)CC2)cc1
40) O=C(C=Cc1ccccc1)c1cccs1
41) O=C(NCCCn1ccnc1)c1cc(Cl)cc(Cl)c1
42) O=C(NCCN1CCN(c2ccccc2)CC1)c1cccc(Br)c1

assay / compound	37	38	39	40	41	42
D2 PAM	-2	14	6	.	-12	-33
LDHA inh	0	2	-6	-6	-5	0
Vif-A3G inh	-1%	2%	4%	?	-8%	1%
D1 potentiator	-5	2	0	.	-8	-6
RXFP1 agonist	0.0%	2.0%	0.0%	.	2.0%	-1.1%
Vif-APOBEC3F blk	-4%	10%	2%	0%	14%	0%
GRP78 ERSR act	5%	-3%	-3%	?	-1%	-7%
D1 antagonist	-2	15	1	.	-15	0
D1 agonist	2	2	1	.	0	4

Compounds from the list above that have a thiophene ring, fused or not (3):
26) O=C(Cn1nnc(-c2ccccc2)n1)NCc1cccs1
38) CC1=C(C(=O)Nc2ccccc2)C(c2cccs2)NC(=O)N1 (centres undefined)
40) O=C(C=Cc1ccccc1)c1cccs1

assay / compound	26	38	40
D2 PAM	6	14	.
LDHA inh	3	2	-6
Vif-A3G inh	1%	2%	?
D1 potentiator	-3	2	.
RXFP1 agonist	-0.6%	2.0%	.
Vif-APOBEC3F blk	-4%	10%	0%
GRP78 ERSR act	-3%	-3%	?
D1 antagonist	-9	15	.
D1 agonist	3	2	.

Additional results follow:
43) CCC(=O)Nc1ccc(NC(=O)Cc2ccccc2)cn1
44) COc1ccc(CN(CC2CCC(C(=O)O)CC2)C(=S)Nc2cc(Cl)ccc2OC)cc1 (centres undefined)
45) CCOC(=O)N1CCC(N2Cc3cccc(C(=O)Nc4ccc(N(CC)CC)cc4C)c3C2=O)CC1
46) COc1ccc(-c2nc3cc(NC(=S)NC(=O)Cc4ccccc4)ccc3o2)cc1
47) COc1cc(C(=O)N2CCSCC2)ccc1OC1CCN(C(C)=O)CC1
48) C[C@H](CO)N1C[C@H](C)[C@@H](CN(C)C(=O)Nc2ccccc2)Oc2ccc(NC(=O)C3CCCCC3)cc2C1=O
49) COc1ccc(C)cc1NC(=O)NNC(=O)C1CCC(C(C)(C)C)CC1 (centres undefined)
50) COc1ccc(OCCCC(=O)Nc2nncs2)cc1

assay / compound	43	44	45	46	47	48	49	50
D2 PAM	.	4	1	10	15	.	-1	39*
LDHA inh	5	-7	-1	-2	0	1	0	-9
Vif-A3G inh	0%	-5%	0%	0%	0%	-6%	-5%	-4%
D1 potentiator	-3	-2	-2	-1	-3	.	1	-2
RXFP1 agonist	0.0%	-0.9%	4.9%	5.9%	-0.3%	.	1.0%	0.3%
Vif-APOBEC3F blk	-5%	0%	1%	6%	2%	-2%	-13%	-1%
GRP78 ERSR act	-4%	-2%	-2%	-1%	-5%	-2%	6%	-2%
D1 antagonist	5	-25	6	1	-1	.	.	-15
D1 agonist	0	0	3	0	2	.	-3	-1

The list is partial; rates above refer to the full screens.
